TRPC4 agonist = TRPC4 (mouse) channel activation. Q9QUQ5. HEK293 TRPC4beta/mu-opioid, Fluo4 calcium fluorescence; active compounds read high. B-score at 10 µM. 310,000 compounds, 0.49% hits. AID 2237;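 active = B-score above 5 SD of library B-scores, and initial fluorescence ratio not above library mean plus 5 SD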;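 also: positive B-score marks a calcium rise read as TRPC4 activation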
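Assay system: HEK293 stable line with TRPC4beta plus mu-opioid receptor; schedule: 45 min room-temperature Fluo4 loading, 110 s read; technique: kinetic Fluo4 calcium fluorescence; evaluation: integrated baseline-normalised fluorescence ratio, converted to per-well B score; controls: buffer (low) and maximal DAMGO (high)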
TRPC6 inh = blocks the mouse TRPC6 cation channel | Q61143 | HEK293-TRPC6, membrane potential dye, ACh-evoked depolarization; active compounds read low | B-score at 10 µM | 310,000 compounds, 1.1% hits;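 active = B-score under library mean minus 3 SD, initial fluorescence not abnormally high, positive integrated signal ratio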;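 also: B-score derived from integrated fluorescence ratio over the kinetic read; more negative B-score means stronger inhibition of depolarization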
MrgX1 ag = human MrgX1 receptor agonism, primary screen; Q96LB2; MrgX1-HEK293 cells, Fluo-4 calcium fluorescence, agonist mode; active compounds read high; B-score at 10 µM; 310,000 compounds, 0.44% hits;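 active = calcium response B-score plate-corrected fluorescence ratio at least 3 library SD, with starting fluorescence B-score inside 5 SD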
Target sequence (Q96LB2 whole entry, looked up): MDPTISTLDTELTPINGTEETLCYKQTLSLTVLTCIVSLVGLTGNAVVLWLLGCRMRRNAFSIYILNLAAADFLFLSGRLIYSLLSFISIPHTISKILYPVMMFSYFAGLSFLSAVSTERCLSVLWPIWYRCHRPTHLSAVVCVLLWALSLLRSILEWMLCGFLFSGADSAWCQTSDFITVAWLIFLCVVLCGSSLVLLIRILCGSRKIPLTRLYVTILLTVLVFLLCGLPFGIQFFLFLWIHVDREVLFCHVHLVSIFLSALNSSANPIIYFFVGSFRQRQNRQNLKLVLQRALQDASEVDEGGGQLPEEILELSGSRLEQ
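Material: MrgX1-expressing HEK293 cells / Dosing: compound as first of three additions / Incubation: overnight seeding, then 1 h dark dye loading / Signal: Fluo-4 NW calcium fluorescence / Evaluation: B-scored fluorescence response ratio / Benchmarks: positive and negative control wells on each plate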
MrgX1 allo act = allosterically activates human MrgX1 receptor signaling; B-score at 10 µM; 310,000 compounds, 0.63% hits; MrgX1-HEK293, Fluo-4 calcium flux, FDSS; active compounds read high;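 active = plate-corrected calcium response at least 3 library SD above typical, normal starting fluorescence, not activating the receptor alone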;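 also: compound read alongside a low EC10 to EC30 dose of BAM8-22 agonist; peak minus trough fluorescence over baseline measured at the second addition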
TRPC4 inh = inhibitors of mouse TRPC4 channel; HEK293 TRPC4beta/mu-opioid, DAMGO-evoked Fluo4 calcium flux; active compounds read low; B-score at 10 µM; 300,000 compounds, 0.39% hits;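 active = B-score over 3 SD under the library average, no early fluorescence shift, positive overall ratio signal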
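Material: HEK293 cells with stable TRPC4beta plus mu-opioid receptor expression / Probe or stimulus: DAMGO in two steps, submaximal then maximal / Compound: single concentration per test compound / Technique: kinetic Fluo4 fluorescence imaging of calcium influx / Read-out: per-well B score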
SKKanGAS inh = SKKanGAS growth inhibition | inhibition, % at 7.5 µM | AID 1662 | S. pyogenes SKKanGAS, kanamycin growth, BacTiter-Glo, 6 h | 300,000 compounds, 1.3% hits;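 active = mean replicate score, as percent of positive control median, at least 50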;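 also: strain carries kanamycin resistance gene driven by streptokinase promoter and grows in 40 µg/ml kanamycin; loss of luminescence reflects streptokinase promoter inhibition or plain growth inhibition; 0% = median of DMSO wells and 100% = positive control at its reference dose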
TMEM16A inh = mouse TMEM16A channel inhibition, primary screen; AID 588511; normalized B-score (activity score, 25-100; higher = stronger inhibition) at 10 µM; HEK293 TMEM16A/YFP iodide influx fluorescence, ionomycin; 310,000 compounds, 1.2% hits;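 active = ratio plate-corrected score three or more library SD toward inhibition, starting fluorescence score within five deviations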;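 also: score derived from kinetic fluorescence span divided by baseline fluorescence per well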
TRPC6 act = activators of mouse TRPC6 channel; 310,000 compounds, 0.13% hits; B-score at 10 µM; HEK293-TRPC6 membrane potential dye fluorescence; active compounds read high; Q61143;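 active = B-score of the integrated fluorescence ratio above library mean plus 3 SD, and starting fluorescence ratio within library mean plus 5 SD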;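 also: higher score means more depolarization so channel activation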
TRPC4 PAM = allosterically enhances the mouse TRPC4 cation channel | HEK293 TRPC4beta/mu-opioid, DAMGO EC20, Fluo-4 Ca2+ flux; active compounds read high | 310,000 compounds, 0.42% hits | AID 2227 | B-score at 10 µM;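 active = B-score of calcium response area above 5 SD of library B-scores, with initial fluorescence ratio within 5 SD of library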;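 also: B-score of integrated fluorescence ratio over time as area under calcium response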
TMEM16A act = mouse TMEM16A channel activation, primary screen. HEK293 TMEM16A/YFP-H148Q/I152L, iodide quench fluorescence; active compounds read low. B-score at 10 µM. Q8BHY3. 340,000 compounds, 0.3% hits;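 active = fluorescence-ratio B-score plate-corrected deviation score at least 3 library SD below zero, with starting fluorescence score within 5 deviations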;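 also: channel opened by trigger with iodide after compound preincubation; score built on the fluorescence ratio of max minus min over baseline; more negative score means more quench and so TMEM16A activation or potentiation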
MrgX1 antagonist = blocks BAM8-22 activation of human MrgX1 receptor. AID 588676. B-score at 10 µM. MRGX1-HEK293 calcium flux, Fluo-4, BAM8-22 antagonism; active compounds read low. 310,000 compounds, 1.3% hits. Q96LB2;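 active = calcium-response B-score plate-corrected more than 3 library SD below zero, starting fluorescence within 5 deviations, no agonist response on first addition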;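 also: peak minus trough fluorescence over baseline after final BAM8-22 challenge near maximal dose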
* hit, by the source's call; i = inactive; . = not tested or not shown.

SMILES | TRPC4 agonist | TRPC6 inh | MrgX1 ag | MrgX1 allo act | TRPC4 inh | SKKanGAS inh | TMEM16A inh | TRPC6 act | TRPC4 PAM | TMEM16A act | MrgX1 antagonist
CCCn1c(C(O)c2cc(OC)c(OC)c(OC)c2)nc2ccccc21 (centres undefined) | i | i | i | i | i | -2 | i | i | i | i | i
Cc1cnn(Cc2ccccc2)c1N | i | i | i | i | i | -1 | i | i | i | i | i
CC1(C)CN=C(N2CCN(c3ncnc4sc5c(c34)CCCC5)CC2)S1 | i | i | . | . | i | -8 | . | i | i | . | .
CCOC(=O)N1CCC(N2C(=O)c3ccccc3C2Nc2ccc(S(=O)(=O)N3CCOCC3)cc2)CC1 (centres undefined) | i | i | i | i | i | -7 | i | i | i | i | i
CCOC(=O)C1=C(N)Oc2cc(C)[nH]c(=O)c2C1c1ccncc1 (centres undefined) | i | i | i | i | i | -1 | i | i | i | i | i
Cc1ccc(OCCNC(=O)c2cc(C(=O)NCCOc3ccc(C)cc3)cc([N+](=O)[O-])c2)cc1 | i | i | i | i | i | 6 | i | i | i | i | i
COc1ccc(CCNC(=O)COC(=O)COc2ccc(Cl)cc2)cc1OC | i | i | i | i | i | 3 | i | i | i | i | i
O=c1cc(-c2ccccc2)c2ccc(O)c(CN3CCCCC3)c2o1 | i | i | i | i | i | 1 | i | i | i | i | i
O=C(CNC(=S)N(Cc1ccccc1)Cc1cccnc1)NC1CCCCC1 | i | i | i | i | i | 10 | i | i | i | i | i
OCCNc1nc(SCc2ccccc2)nc2sc3c(c12)CCC3 | i | i | . | . | i | 24 | . | i | i | i | .
Cc1cc(Nc2cccc(F)c2)n2c(n1)nc1ccccc12 | i | i | i | i | i | 9 | i | i | i | i | i
Cc1cccc(NS(=O)(=O)c2csc(C(N)=O)c2)c1 | i | i | i | i | i | -4 | i | i | i | i | i
O=C(Nc1ccc(Br)cc1)c1ccc(N2C(=O)C3CCCCC3C2=O)cc1 (centres undefined) | i | i | i | i | i | -15 | i | i | i | i | i
CCOc1ccc(NC(=S)N(CCc2c(C)[nH]c3ccc(C)cc23)Cc2ccncc2)cc1 | i | i | i | i | i | 11 | i | i | i | i | i
O=C(O)c1ccc(-c2nnc(-c3ccccc3)o2)cc1 | i | i | i | i | i | 31 | i | i | i | i | i
CCCCCOc1ccc(C(=O)CCC(=O)N2CCCC2)cc1 | i | i | i | i | i | 9 | i | i | i | i | i
COc1ccc2c(COC(=O)CC3Sc4ccccc4NC3=O)cc(=O)oc2c1 (centres undefined) | i | i | i | i | i | 8 | i | i | i | i | i
COc1ccc(C(CNc2ncnc3sccc23)N(C)C)cc1OC (centres undefined) | 45* | i | i | i | i | -3 | i | i | i | i | i
O=c1c(-c2ccccc2)c(O)c2c(n1-c1ccccc1)CCCC2 | i | i | i | i | i | 3 | i | i | i | i | i
C#CCCOC(=O)N1C2=NC(C(=O)OC)=C(C(=O)OC)[C@@H]3N(CC=C)c4ccccc4[C@]23C[C@H]1C(=O)OC | i | i | i | i | . | -2 | i | i | i | i | i
CC(=O)Oc1ccc(C2C3=C(CC(C)(C)CC3=O)Nc3cc4c(cc32)OCCO4)cc1 (centres undefined) | i | i | i | i | i | -5 | i | i | i | i | i
CCN(CC)c1ncnc2ccc(Br)cc12 | i | i | i | i | i | -12 | i | i | i | i | i
CCOC(=O)c1cc2occc2n1CC(=O)NC1CCCCC1C (centres undefined) | i | i | i | i | i | 3 | i | i | i | i | i
COc1ccc(N(CC(=O)N/N=C/c2cccc3c2OCCO3)S(=O)(=O)c2ccc(NC(C)=O)cc2)cc1 | i | i | i | i | i | -11 | i | i | i | i | i
COc1ccc(C2=NN(C(=O)c3ccccc3)C(c3ccc(OC)c(OC)c3)C2)c(OC(C)=O)c1 (centres undefined) | i | i | i | i | i | 2 | i | i | i | i | i
O=C(Nc1ccon1)c1ccc(OC2CCCC2)cc1 | i | i | i | i | i | -11 | i | i | i | i | i
CCN(CC)S(=O)(=O)c1cc(NS(=O)(=O)c2ccc(Cl)c(C(=O)O)c2)ccc1C | i | i | i | i | i | 1 | i | i | i | i | i
CCNC(=O)NC(=O)COC(=O)CCc1nc(=O)c2ccccc2n1C | i | i | i | i | i | -12 | i | i | i | i | i
CC(=O)N/C(=N/c1nc(C)cc(C)n1)Nc1ccc(NC(C)=O)cc1 | i | i | i | i | i | 1 | i | i | i | i | i
CCOc1cc(/C=C2\N=C(C)OC2=O)cc(Br)c1OCCc1ccccc1 | i | i | i | i | i | -3 | i | i | i | i | i
CCc1ccccc1NC(=O)Nc1ccsc1C(=O)OC | i | i | i | i | i | -4 | i | i | i | i | i
CN(C)CCCN(C(=O)c1ccc(S(=O)(=O)N2CCc3ccccc3C2)cc1)c1nc2c(F)cccc2s1 | i | i | i | i | i | 12 | i | i | i | i | i
Cc1cc(C)cc(N2C(=O)C3C4C=CC(C4)C3C2=O)c1 (centres undefined) | i | i | i | i | i | 1 | i | i | i | i | i
COc1cccc(/C=C/C(=O)Nc2ccc3nc4n(c(=O)c3c2)CCCC4)c1OC | i | i | i | i | i | 22 | i | i | i | i | i
Cc1ccc(C)c(S(=O)(=O)Nc2ccc(C(=O)NCC(c3ccco3)N(C)C)cc2)c1 (centres undefined) | i | i | i | i | i | -6 | i | i | i | i | i
Cc1ccc(S(=O)(=O)N2CCN(c3nc(C)nc4sc(C)c(C)c34)CC2)cc1 | i | i | . | . | i | 11 | . | i | i | . | .
O=C(CSc1nc2ccccc2o1)c1ccccc1 | i | i | i | i | i | 0 | i | i | i | i | i
O=C(O)c1cccc(Oc2ncnc3sc4c(c23)CCCC4)c1 | i | i | i | i | i | 30 | i | i | i | i | i
CCc1c(C)nc(SCC(=O)N2CC(C)OC(C)C2)[nH]c1=O (centres undefined) | i | i | i | i | i | -6 | i | i | i | i | i
CCOc1ccccc1CNC(=O)CCNS(=O)(=O)c1ccc2[nH]c(=O)oc2c1 | i | i | i | i | i | 0 | i | i | i | i | i
CCOP(=O)(CN(CC)C(=O)c1ccccc1Br)OCC | i | i | i | i | i | -4 | i | i | i | i | i
CC(C)N1C(=O)S/C(=C\c2ccc(-c3ccc(Cl)c(C(=O)O)c3)o2)C1=O | i | i | i | i | i | 28 | i | i | i | i | i
O=C(/C=C/c1ccco1)Nc1nc(-c2ccccn2)cs1 | i | i | i | i | i | 55* | i | i | i | i | i
CC(=O)c1c(C)oc2ccc(OCc3ccccc3)cc12 | i | i | i | i | i | 5 | i | i | i | i | i
O=C(NC(=S)Nc1ccccc1[N+](=O)[O-])c1ccccc1 | i | i | i | i | i | 0 | i | i | i | i | i
CCCCc1cc(=O)oc2cc(OCC(=O)N(CC)CC)ccc12 | i | i | i | i | i | -4 | i | i | i | i | i
O=c1cc(-c2ccccc2)[nH]n2cnnc12 | i | i | i | i | i | 2 | i | i | i | i | i
CC(=O)c1cccc(Nc2cc(C)nc3c(C)cc(C)cc23)c1 | i | -5.8* | i | i | -6* | -11 | i | i | i | i | i
CC(C)(C)c1ccc(OCCN2CCCC2)cc1 | i | i | i | i | i | 6 | i | i | i | i | i
Cc1ccc(C(=O)NC2CCCC2)cc1S(=O)(=O)N1CCCCC1 | i | i | i | i | i | -6 | i | i | i | i | i
Fc1ccccc1COc1ccccc1/C=N/Nc1nc(N2CCCC2)nc(N2CCCC2)n1 | i | i | i | i | i | 9 | i | i | i | i | i
O=C(Cc1ccc(F)cc1)N1CCOCC1 | i | i | i | i | i | 12 | i | i | i | i | i
CCOC(=O)c1cnc2cc(-c3ccc(Cl)cc3)nn2c1N | i | i | i | i | i | -1 | i | i | i | i | i
O=[n+]1c2c(n([O-])c3c1CCCC3)CCCC2 | i | i | i | i | i | -6 | i | i | i | i | i
Cc1c(NC(=O)c2cnn3c2NC(c2ccco2)CC3C(F)(F)F)c(=O)n(-c2ccccc2)n1C (centres undefined) | i | i | i | i | i | . | i | i | i | i | i
N=c1c2c(-c3ccccc3)c(-c3ccccc3)n(Cc3ccco3)c2ncn1CCCN1CCOCC1 | i | i | i | i | i | -3 | i | i | i | i | i
Cc1cc(N2CCCC2)ccc1/C=C1\NC(=S)N(C)C1=O | 70* | i | 44* | i | i | 1 | i | 52* | i | i | i
O=C(COC(=O)CN1C(=O)NC2(CCCC2)C1=O)Nc1ccccc1C(F)(F)F | i | i | i | i | i | -8 | i | i | i | i | i
O=C(COC(=O)C1CC(=O)N(c2ccc3c(c2)OCCO3)C1)NC1CCCc2ccccc21 (centres undefined) | i | i | i | i | i | -9 | i | i | i | i | i
O=C1CCC(=O)N1CNc1ccccn1 | i | i | i | i | i | -1 | i | i | i | i | i

(more compounds)
SMILES | TRPC4 agonist | TRPC6 inh | MrgX1 ag | MrgX1 allo act | TRPC4 inh | SKKanGAS inh | TMEM16A inh | TRPC6 act | TRPC4 PAM | TMEM16A act | MrgX1 antagonist
NNC(=O)COc1ccc(-c2nccc(-c3ccc(F)cc3)n2)cc1 | i | i | i | i | i | 3 | i | i | i | i | i
O=[N+]([O-])c1ccc(Cl)c(/C=N/N2CCN(c3ccccc3)CC2)c1 | i | i | i | i | i | -12 | i | i | i | i | i
CC1(C)CCC(=O)C=C1Nc1ccc(F)c(Cl)c1 | i | i | i | i | i | -3 | i | i | i | i | i
CC(=O)c1ccc(N=Nc2ccc(C)cc2)cc1 | i | i | . | . | i | 2 | . | i | i | i | .
O=C(Cn1cc(C(=O)C(F)(F)F)c2ccccc21)N1CCOCC1 | i | i | i | i | i | -5 | i | i | i | i | i
CC(C)C(=O)c1ccc(O)c(O)c1 | i | i | i | i | i | -1 | i | i | i | i | i
Cc1cc(C)nc(N/N=C/c2cc(C)n(CC(F)(F)F)c2C)n1 | i | i | i | i | i | 3 | i | i | i | i | i
O=C(CSc1cn(CC(=O)N2CCOCC2)c2ccccc12)N1CCOCC1 | i | i | i | i | i | -1 | i | i | i | i | i

Two compounds from above, limited to TRPC6 inh and TMEM16A inh:
Compound	TRPC6 inh	TMEM16A inh
O=C(Cn1cc(C(=O)C(F)(F)F)c2ccccc21)N1CCOCC1	i	i
CC(C)C(=O)c1ccc(O)c(O)c1	i	i
